# p97 ATPase inh: human p97 ATPase inhibition; 220,000 compounds, 0.42% hits; inhibition, % at 8 µM; recombinant p97 ATPase, Kinase-Glo ATP luminescence, 3 h; P55072; AID 1481; in the data active = inhibition above about 15%;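 note: 0% = DMSO vehicle and 100% = wells lacking enzyme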
# 14-3-3 Bad inh: disrupts binding of bovine 14-3-3 zeta to phospho-Bad peptide; P63103; TR-FRET 14-3-3zeta/Dy647-pBad peptide displacement, 1 h; inhibition, % at 21.7 µM; 220,000 compounds, 0.71% hits;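 active = inhibition above about 70%, limit read from the data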;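 note: 0% = full 14-3-3 plus peptide FRET controls and 100% = background without 14-3-3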
# eIF4E-4G inh: eIF4E/eIF4G interaction inhibition in translation initiation | inhibition, % at 21.7 µM | TR-FRET eIF4E-eIF4GI(517-606) binding, 2 h | P63073+Q04637 | 220,000 compounds, 0.37% hits;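 active = inhibition above about 30%, limit read from the data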;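 note: 0% = full FRET control wells and 100% = background wells lacking eIF4GI fragment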
# Target sequence (P63073 whole entry, looked up, the tested form may be a part): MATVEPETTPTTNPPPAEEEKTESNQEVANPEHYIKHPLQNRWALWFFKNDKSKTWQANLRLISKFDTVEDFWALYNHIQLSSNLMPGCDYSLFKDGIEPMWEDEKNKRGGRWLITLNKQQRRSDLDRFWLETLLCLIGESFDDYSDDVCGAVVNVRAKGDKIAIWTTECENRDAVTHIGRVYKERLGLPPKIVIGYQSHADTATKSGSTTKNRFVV
# Target sequence (Q04637 whole entry, looked up, the tested form may be a part): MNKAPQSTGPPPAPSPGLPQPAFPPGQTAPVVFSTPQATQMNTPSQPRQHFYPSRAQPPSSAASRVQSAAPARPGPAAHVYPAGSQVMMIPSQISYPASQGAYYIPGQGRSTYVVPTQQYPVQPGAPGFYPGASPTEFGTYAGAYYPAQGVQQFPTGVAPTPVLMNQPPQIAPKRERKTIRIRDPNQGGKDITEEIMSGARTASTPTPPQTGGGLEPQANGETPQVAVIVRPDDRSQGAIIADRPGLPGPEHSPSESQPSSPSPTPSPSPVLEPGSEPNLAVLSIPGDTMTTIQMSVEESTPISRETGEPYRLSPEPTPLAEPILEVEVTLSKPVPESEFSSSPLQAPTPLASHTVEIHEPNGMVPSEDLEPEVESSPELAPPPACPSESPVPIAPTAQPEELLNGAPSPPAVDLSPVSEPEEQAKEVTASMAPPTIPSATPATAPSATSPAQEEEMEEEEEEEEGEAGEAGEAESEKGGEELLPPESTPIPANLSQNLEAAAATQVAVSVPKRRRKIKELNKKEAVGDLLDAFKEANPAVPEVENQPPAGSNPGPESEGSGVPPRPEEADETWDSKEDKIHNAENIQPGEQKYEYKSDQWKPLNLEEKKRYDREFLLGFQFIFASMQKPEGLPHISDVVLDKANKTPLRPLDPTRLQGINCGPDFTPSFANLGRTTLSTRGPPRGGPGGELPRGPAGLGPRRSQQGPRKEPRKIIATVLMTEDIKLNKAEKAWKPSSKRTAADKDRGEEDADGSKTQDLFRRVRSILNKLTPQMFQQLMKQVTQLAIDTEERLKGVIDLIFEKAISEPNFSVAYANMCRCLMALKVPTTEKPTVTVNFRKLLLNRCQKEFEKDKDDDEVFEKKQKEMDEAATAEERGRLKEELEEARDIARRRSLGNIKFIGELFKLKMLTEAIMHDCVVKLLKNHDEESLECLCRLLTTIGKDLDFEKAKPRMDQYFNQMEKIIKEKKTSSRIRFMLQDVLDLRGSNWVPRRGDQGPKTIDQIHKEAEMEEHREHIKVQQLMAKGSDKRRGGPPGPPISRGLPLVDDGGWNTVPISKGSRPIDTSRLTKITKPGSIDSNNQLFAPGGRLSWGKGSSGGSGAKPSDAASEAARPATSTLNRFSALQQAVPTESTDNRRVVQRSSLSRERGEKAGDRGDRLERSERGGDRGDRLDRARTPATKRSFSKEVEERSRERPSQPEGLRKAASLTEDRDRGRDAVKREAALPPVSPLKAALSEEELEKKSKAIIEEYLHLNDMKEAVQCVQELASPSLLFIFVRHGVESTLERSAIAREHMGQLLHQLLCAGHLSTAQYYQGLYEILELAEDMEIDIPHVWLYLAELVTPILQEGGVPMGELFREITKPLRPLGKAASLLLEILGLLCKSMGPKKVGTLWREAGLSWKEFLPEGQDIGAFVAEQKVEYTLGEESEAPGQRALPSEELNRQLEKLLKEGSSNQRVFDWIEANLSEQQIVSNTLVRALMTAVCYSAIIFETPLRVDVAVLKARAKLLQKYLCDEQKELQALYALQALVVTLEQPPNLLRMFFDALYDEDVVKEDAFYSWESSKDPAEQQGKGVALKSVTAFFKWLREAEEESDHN
# Rad51 HR inh: Rad51 (human) homologous recombination inhibition; Q06609; hRad51 DNA strand exchange, fluorescence dequenching; inhibition, % at 10 µM; 200,000 compounds, 0.085% hits;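 active = inhibition above 40% at the single screening dose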;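 note: 0% = DMSO control wells and 100% = blanks with heterologous ssDNA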
#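 Test system: preformed human Rad51 ssDNA filaments. Compound dosing: single dose, 10 µM final compound. Incubation: filaments 15 min 37 °C, then compound 30 min. Technique: FRET fluorescence dequenching, excitation 485 nm, emission 520 nm. Read-out basis: percent inhibition from fluorescence, normalised to plate control and blank means. Benchmarks: plate controls and plate blanks.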
# MDM2 E3 inh: inhibitors of human Mdm2 E3 ubiquitin ligase; 210,000 compounds, 0.11% hits; cell-based MDM2 ubiquitination luciferase reporter, 2 h; 0 = plate control, 100 = twice control, blank-subtracted; AID 1230; signal enhancement, % at 5 µM; Q00987;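 active = signal enhancement of 30% or more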;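 note: luminescence tracks abundance of the self-degrading MDM2-luciferase fusion protein; higher signal means inhibition of MDM2 E3 ligase activity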
#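 Test system: mammalian cells stably expressing self-ubiquitinating, self-degrading MDM2 E3–luciferase fusion; Amount: 2000 cells in each well; Medium: DMEM; Schedule: 4 h settle plus 2 h compound, 37 °C; Technique: SteadyLite luciferase luminescence after 15 min room-temperature reagent incubation; Benchmarks: plate control and blank wells.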
# KLK5 inh: blocks human kallikrein 5 protease activity; Q9Y337; recombinant hK5, fluorogenic AMC substrate cleavage; inhibition, % at 5 µM; 210,000 compounds, 0.59% hits; AID 873;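 active = inhibition of 40% or more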;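 note: 0% = enzyme controls without compound and 100% = no-enzyme blanks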
# FXIIa inh 1536: factor XIIa (human) inhibition | P00748 | purified FXIIa, Boc-QGR-AMC fluorogenic substrate, 2 h | inhibition, % at 5 µM | 220,000 compounds, 0.3% hits | AID 800; in the data active = inhibition above about 40%;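 note: 0% = enzyme with no compound and 100% = blank without enzyme; many of its hits are not listed in these tables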
# Wee1 degr inh: human Wee1 degradation inhibition, primary screen. P30291. HeLa Luc-Wee1K328M stability, luciferase luminescence; 100% = proteasome inhibitor MG132 effect. reporter increase, % at 5 µM. 220,000 compounds, 1.2% hits. AID 1321;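 active = activation above the mean of all tested compounds plus 3 SD, set per screening run, cut at about 8.8% in these data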;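 note: cells exposed to compound for 20 h before luminescence read; 0% = DMSO alone and 100% = MG132 at 30 µM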
# FXIa inh 1536: blocks human coagulation factor XIa protease activity; P03951; purified FXIa, Boc-Glu-Ala-Arg-AMC fluorogenic substrate; inhibition, % at 5 µM; 220,000 compounds, 0.14% hits; AID 798;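 active = inhibition of at least 40%; inactive = inhibition below 40%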;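 note: fluorescence of freed AMC excited at 355 nm; 0% = enzyme without compound and 100% = no enzyme blank; many of its hits are not listed in these tables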
# The depositor's hits bear a star; . = not tested or not shown; [ ] = remark or other dose.
SMILES,p97 ATPase inh,14-3-3 Bad inh,eIF4E-4G inh,Rad51 HR inh,MDM2 E3 inh,KLK5 inh,FXIIa inh 1536,Wee1 degr inh,FXIa inh 1536
CCOC(=O)N1CCC(NC(=O)CCC(=O)N2CC(C)Oc3ccc(C)cc32)CC1 (configuration not stated),-2,-4,1,8,-5,3,-2,0,-2
CCN1CCN(CCCNC(=O)CCc2nc(-c3ccc(OC)cc3)no2)CC1,-1,-10,-1,3,-13,1,7,3,-5
O=C(O)CC(NC(=O)C1c2ccccc2Oc2ccccc21)c1ccc(Cl)cc1 (configuration not stated),-1,9,4[fluorescence artefact?],6,-8,-5,28,-2,23
CCOCC(=O)OCC(=O)Nc1cc(OC)c([N+](=O)[O-])cc1C,1,2,5,-4,9,-1,7,-3,-5
Cc1nn(-c2nc(-c3ccco3)cc(C(F)(F)F)n2)c(C)c1Cl,0,-17,-11,0,-22,-26,11,0,-7
CCn1c(SCC(=O)Nc2ccccc2C(=O)OC)nnc1-c1cccc(C)c1,-2,3,7,7,2,-3,7,1,-12
CCOC(=O)N1CCN(C(=O)CN(Cc2ccc(Cl)cc2)S(C)(=O)=O)CC1,1,8,2[fluorescence artefact?],-2,-14,-7,3,0,2
COCCNc1nc2ccccc2nc1NS(=O)(=O)c1ccc(C)cc1C,0,12,-3,-1,-15,-3,6,0,1
COc1ccccc1NC(=O)C(C)Nc1ccc(C)c(Cl)c1 (configuration not stated),-2,0,-2,-5,-7,-6,7,-4,-4
CS/C(=N\N(C)C(N)=O)c1ccccc1,-1,2[fluorescence artefact?],-3,2,-6,-15,7,0,13
NC(=O)Cc1ccc2c(c1)[nH]c1ccccc12,3,44,-3,-6,-10,50*,2,1,-9
Cc1ccc(-c2cc(C(=O)O)c3sc(N4CCCCC4)nc3n2)cc1,8,7,4,4,-21,-10,7,-3,9
COc1ccc(CC(=O)Nc2cccc(-c3ccc4nnc(C)n4n3)c2)cc1,4,-3,-5,-3,-6,2,6,-2,6
Cc1ccc(S(=O)(=O)Cn2nnnc2C(c2ccccc2)N2CCN(c3ccccc3)CC2)cc1 (configuration not stated),4,-5,0[fluorescence artefact?],7,-2,-7,6,-1,0
COc1ccc(CCNC(=O)C2CCN(S(=O)(=O)c3ccc(Cl)cc3)CC2)cc1OC,-8,11,-1,-5,-8,-12,11,-1,3
CCOC(=O)N1CCN(C(=O)C2CC(c3ccc(F)cc3)=NO2)CC1 (configuration not stated),0,7[fluorescence artefact?],-5[fluorescence artefact?],1,-4,-9,9,-3,2
COc1nccnc1NS(=O)(=O)c1ccc(NS(=O)(=O)c2ccc(NC(C)=O)cc2)cc1,2,6,-5,2,-23,2,27,0,16
O=C(Cn1c(-c2ccccc2)noc1=O)NCc1ccccc1,7,-9,-4,.,-15,0,3,-1,-1
O=c1c2nccnc2[nH]c(=S)n1Cc1ccccc1,1,-9,0,3,-12,-21,2,-2,4
c1ccc(CCc2nc(-c3ccccn3)no2)cc1,-2,-1,-12,1,-3,4,21,4,4
O=C1c2cccnc2C(Nc2ccc(Cl)cc2)N1Cc1cccs1 (configuration not stated),-2,-5,3,-6,-12,-5,6,3,-6
NNC(=O)c1ccncc1,3,-9,0,7,.,-3,7,-3,3
CC(C)(C)C(=O)NC(CC(=O)O)c1ccccc1 (configuration not stated),6,-19,2,1,-6,-2,9,-2,2
O=C(CCl)NNC(=O)c1c(O)c2ccccc2[nH]c1=O,21*,-18,3,-11,-10,4,37,2,13
Cc1cc(C)c(/C=C(\C#N)S(=O)(=O)c2ccccc2)[nH]1,-11,-6,5,-14,-4,0,13,0,4

# Next part.
SMILES,p97 ATPase inh,14-3-3 Bad inh,eIF4E-4G inh,Rad51 HR inh,MDM2 E3 inh,KLK5 inh,FXIIa inh 1536,Wee1 degr inh,FXIa inh 1536
COc1ccc(C2=CC(c3ccco3)n3ncnc3N2)cc1 (configuration not stated),8,-6,0,-69,3,-7,0,0,-6
COC(=O)C1C(=O)CC(C)(O)C(C(=O)OC)C1c1ccccc1F (configuration not stated),0,-1,8,1,-11,2,5,-1,-3
COC(=O)C1(C)NC(c2ccc(O)cc2)C2C(=O)N(c3ccc4c(c3)OCCO4)C(=O)C21 (configuration not stated),13,-2[fluorescence artefact?],3[fluorescence artefact?],-8,3,3,13,0,6
C=CCNC(=O)COc1cc(C)cc(C)c1C,2,-12,-2,3,0,-2,.,4,-3
CC(C)c1nnc(NC(=O)CCC(=O)N2CCN(C3c4ccccc4-c4ccccc43)CC2)s1,0,-3,0[fluorescence artefact?],-5,-12,11,29,2,24
Cc1ccc(S(=O)(=O)Cn2nnnc2CN2CCN(Cc3ccc4c(c3)OCO4)CC2)cc1,-11,2,2,-7,-25,-10,2,5,-6
COC(=O)c1ccccc1S(=O)(=O)N1CCC(c2nc3ccccc3o2)CC1,3,3,4,2,-20,5,14,1,0
O=C(NC12CC3CC(CC(C3)C1)C2)N1CCC(O)(c2ccc3c(c2)OCO3)CC1,-3,0,7,0,-14,-2,13,0,-3
COc1ccc(C(=O)NCCN2C(=O)S/C(=C\c3cccnc3)C2=O)cc1[N+](=O)[O-],8,0,3,12,-8,-2,10,-2,3
N/C(=N\OC(=O)c1cccs1)c1cccc([N+](=O)[O-])c1,-4,0,1,.,-15,-5,0,-1,-5
COc1cc2cc(CN(CCCN3CCOCC3)Cc3nnnn3Cc3ccccc3)c(=O)[nH]c2cc1OC,4,-6,3,-3,1,-17,1,0,-6
COc1cccc(CNC(=O)Cc2c(C(=O)O)[nH]c3ccccc23)c1,7,-2,-10,-3,-24,-2,20,1,8
CC(=O)Nc1cc(NC(=O)C2C3C=CC(C3)C2C(=O)O)ccc1Cl (configuration not stated),0,0,2,3,-15,11,13,-1,0
CC1(C)Cc2nc3sc(C(=O)NCCCO)c(N)c3cc2CS1,3,-9,-7,10,0,2,9,3,-3
C/C(=N/NC(=O)c1ccc(O)cc1)c1cccc([N+](=O)[O-])c1,2,-9,0,.,-5,-4,6,2,-2
CC1CCCN(CCCNC(=O)C2CC(=O)N(c3ccc(F)c(Cl)c3)C2)C1 (configuration not stated),-1,6,10,7,-1,4,7,-3,8
Cc1cc(C)n(-c2nc(C)nc(NCc3ccccc3)n2)n1,1,-11,-5,-3,-6,-19,13,-1,2
CC(C)c1nc2oc3c(NCc4cccnc4)ncnc3c2c2c1CCC2,7,-7,11,1,-18,-6,5,-3,2
C=CCNC(=S)NNC(=O)c1ccc(OCCC)cc1,-1,-1,5,-7,-6,-24,15,-3,6
CCN1CCN(C(=O)C2(NC(=O)Nc3cccc(F)c3)CCCCC2)CC1,2,-9,1,-1,.,15,15,1,5
COc1ccc(-c2noc(CCCC(=O)Nc3cccnc3)n2)cc1OC,8,-1,-2,7,-12,-1,6,-1,3
CC(=O)OCC1OC(Nc2cccc(C)c2)C(OC(C)=O)C(OC(C)=O)C1OC(C)=O (configuration not stated),8,-17,0,.,-1,-4,3,0,0
Cc1onc(-c2ccccc2Cl)c1C(=O)Nc1cccc2nsnc12,5,-20,-4,1,-13,-16,12,-1,0
COc1ccc(N2CCn3c2nc2c3c(=O)n(CCCc3ccccc3)c(=O)n2C)c(OC)c1,-1,-7,2,-6,-34,-18,7,-1,0
Clc1ccc(Cc2noc(Cc3ccccc3)n2)cc1Cl,-6,-5,-11,0,-3,-21,4,2,2

# Shown as a hit in p97 ATPase inh (from the list above):
Molecule,p97 ATPase inh,14-3-3 Bad inh,eIF4E-4G inh,MDM2 E3 inh,KLK5 inh,FXIIa inh 1536,Wee1 degr inh,FXIa inh 1536
O=C(CCl)NNC(=O)c1c(O)c2ccccc2[nH]c1=O,21*,-18,3,-10,4,37,2,13

# 2 consecutive compounds out of the list so far, for reference:
SMILES,p97 ATPase inh,14-3-3 Bad inh,eIF4E-4G inh,Rad51 HR inh,MDM2 E3 inh,KLK5 inh,FXIIa inh 1536,Wee1 degr inh,FXIa inh 1536
Cc1nn(-c2nc(-c3ccco3)cc(C(F)(F)F)n2)c(C)c1Cl,0,-17,-11,0,-22,-26,11,0,-7
CCn1c(SCC(=O)Nc2ccccc2C(=O)OC)nnc1-c1cccc(C)c1,-2,3,7,7,2,-3,7,1,-12

# Further records follow.
SMILES,p97 ATPase inh,14-3-3 Bad inh,eIF4E-4G inh,Rad51 HR inh,MDM2 E3 inh,KLK5 inh,FXIIa inh 1536,Wee1 degr inh,FXIa inh 1536
CCOC(=O)C1(Cc2ccccc2Cl)CCN(S(C)(=O)=O)CC1,-6,-2,0,.,6,-3,6,2,-4
O=C(NCc1ccccn1)c1cc2ccccc2oc1=O,4,8,11,5,-21,-29,13,-2,2
O=C(CCS(=O)(=O)Cc1ccc(Cl)cc1)NCCCN1CCOCC1,-1,-2,5,9,-13,-1,7,4,3
Nc1c(C(=O)Nc2ccc(F)cc2)sc(=S)n1-c1ccccc1F,8,2,0,-18,-52,-9,5,2,1
COc1ccc(/C=N/NC(=O)c2ccncc2)cc1COc1ccc(NC(C)=O)cc1,3,-4,-2,21,-6,-2,5,0,26
Cc1cccc(CS(=O)(=O)Cc2ccc(C(=O)NCc3cccnc3)o2)c1,1,-2[fluorescence artefact?],-1,-1,-9,-30,8,1,2
Cc1ccc(-c2cc(C(=O)NCc3ccc4c(c3)OCO4)[nH]n2)c(O)c1C,8,9[fluorescence artefact?],5,-4,-1,-12,13,-3,-1
CCN(c1ccccc1)S(=O)(=O)c1ccc(NCC2COc3ccccc3O2)nc1 (configuration not stated),3,1[fluorescence artefact?],2,0,1,-2,17,-2,1
CC(Oc1ccc(Cl)cc1)c1ccnn1S(=O)(=O)c1ccc(Cl)cc1 (configuration not stated),-11,.,.,4,-6,-10,11,1,-1
O=C(NCCC1=CCCCC1)C1CCC(CNc2c(N3CCCC3)c(=O)c2=O)CC1 (configuration not stated),2,-3,-3,15,-11,5,12,-1,4
CCCOc1ccc(C(=O)NC(=S)NCc2cccnc2)cc1,0,-8[fluorescence artefact?],-1,.,-5,-7,7,2,4
CC[n+]1ccc(C[n+]2ccccc2)c2ccccc21,1,31,15[fluorescence artefact?],-6,-2,-18,12,0,4
Cc1ccc(C)c(-n2nnnc2SCC(=O)Nc2cccc(-c3nnc4n3CCCCC4)c2)c1,-1,6[fluorescence artefact?],2,0,-13,3,11,3,1
O=C(NC1CCS(=O)(=O)C1)c1cccc(S(=O)(=O)N2CCCCC2)c1 (configuration not stated),1,7,-4,10,-4,-4,11,-2,-2
CC(C)Sc1n[nH]c(=O)n1-c1ccccc1,6,-15,-1,17,-10,-1,11,0,4
O=C(NC(=S)Nc1ccc2c(c1)OCCO2)c1cccc2ccccc12,5,-12,3,.,-3,-12,7,12*,-1
CC(C)CCNC(=O)NC(=O)COC(=O)C1=COCCO1,4,-1[fluorescence artefact?],0,-3,-16,-10,-4,0,-1
COc1ccc(NC(C)c2ccccc2)cc1 (configuration not stated),-4,-11,10,5,-11,1,12,1,1
Cc1ccc(NC(=O)C(=O)NCC2OCCc3ccccc32)cc1 (configuration not stated),1,-1,-6,5,-9,-2,5,2,-6

# Screening data from PubChem BioAssay.
